Screens deposited in PubChem BioAssay by several laboratories.
SKN-1 block – blocks SKN-1 activity in C. elegans. C. elegans VP596 Pgst-4::GFP/RFP ratio, acrylamide-induced, 24 h. inhibition, % at 21.8 µM. 360,000 tested, 0.49% active. AID 624304;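 active means interference check ratio from 0.5 to 1.5 plus GFP to RFP signal ratio inhibition reaching or exceeding a fixed threshold, cut at about 30% in these data, passing the limit was not always enough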; further: some compounds called inactive have numbers as strong as hits
NadD inh – blocks S. aureus nicotinate mononucleotide adenylyltransferase; purified NadD enzyme, colorimetric absorbance read-out; inhibition, % at 20 µM; 360,000 tested, 0.78% active; in the data active means inhibition above about 26%; further: some compounds past the cut are filed as inactive
Scp-1 inhibitor – blocks human Scp-1 phosphatase activity | Recombinant Scp1, phosphopeptide, malachite green phosphate absorbance | 340,000 tested, 0.88% active | inhibition, % at 20 µM;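 active means inhibition above about 50% at 20 µM, limit read from the data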;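 further: plate controls were DMSO wells with enzyme for no effect and wells lacking enzyme for full effect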
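Times: enzyme reaction 45 min at room temperature, colour 5 min, stabilisation 30 min. Material: SCP-1 catalytic fragment, aa 76-261. Medium: Acidic Tris acetate buffer with magnesium and detergent. Signal: colorimetric free-phosphate detection, absorbance 630 nm. Read-out basis: % inhibition of SCP-1 phosphate liberation. Reagent: Phosphorylated 17-residue peptide substrate.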
LMPTP inh – LMPTP (human) inhibition; P24666; recombinant LMPTP-A, OMFP fluorogenic substrate, fluorescence intensity; inhibition, % at 20 µM; 360,000 tested, 0.22% active; AID 651560;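 active means compounds that cut the enzyme signal by at least half of the control window in the single-dose screen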;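 further: plate controls were DMSO wells with enzyme plus substrate for no effect and substrate without enzyme for full effect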
Target sequence (P24666 whole entry, looked up): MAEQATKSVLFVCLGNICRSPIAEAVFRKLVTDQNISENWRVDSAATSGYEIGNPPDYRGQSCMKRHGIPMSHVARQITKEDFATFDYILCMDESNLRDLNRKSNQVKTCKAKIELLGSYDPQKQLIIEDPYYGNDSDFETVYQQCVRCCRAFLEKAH
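Test system: LMPTP-A phosphatase enzyme; input: 0.625 nM LMPTP-A final; reagent: OMFP substrate, 400 µM final; compound dosing: 20 µM single dose, 3% DMSO; incubation: 50 min dark incubation at room temperature; measured by: endpoint fluorescence intensity from OMFP dephosphorylation; measure: % inhibition relative to no-enzyme and uninhibited control wells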
STEP block – STEP (human) phosphatase inhibition | inhibition, % at 20 µM | P54829 | recombinant STEP, OMFP fluorogenic substrate, fluorescence | 360,000 tested, 0.25% active | AID 588621;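 active means inhibition at 20 µM, scaled per plate between control wells, above about 37%, limit read from the data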;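 further: 0% = DMSO with enzyme and substrate and 100% = substrate only without enzyme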
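Measure: Control-normalized % inhibition with plate pattern correction | Test system: STEP phosphatase, cell-free reaction | Medium: pH 6.0 Bis-Tris with DTT and Tween 20 | Technique: Fluorescence, 480/540 nm | Times: Reaction 20 min, ambient temperature | Doses: Single compound dose of 20 µM, 1% DMSO final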
DNMT1 block – blocks human DNA methyltransferase DNMT1. DNMT1 molecular beacon, Hinp1I cleavage, fluorescence. inhibition (reported as % activation of signal), % at 10 µM. 360,000 tested, 0.83% active; in the data active means inhibition above about 50%
SUMO1-SIM PPI – SUMO1-SIM interaction modulation. P63165. SUMO1 binding to a labelled peptide, TR-FRET, 1 h. inhibition, % at 20 µM. 360,000 tested, 0.33% active; in the data active means inhibition above about 37%
Neddylation inh – cullin neddylation inhibition; calls only at 25 µM; AID 651699; TR-FRET cullin neddylation, biochemical; 360,000 tested, 0.58% active; in the data active means inhibition above about 36%
NRP1-CendR mod – NRP-1/CendR interaction modulation. FAM-RPARPAR peptide binding to NRP-1, fluorescence polarization. inhibition, % at 25 µM. 360,000 tested, 0.85% active. O14786;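 active means inhibition or corrected inhibition above about 18%, plus a signal ratio from 0.5 to 1.5, limit read from the data, passing the limit was not always enough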; further: strong numbers were not always called active
Target sequence (O14786 whole entry, looked up): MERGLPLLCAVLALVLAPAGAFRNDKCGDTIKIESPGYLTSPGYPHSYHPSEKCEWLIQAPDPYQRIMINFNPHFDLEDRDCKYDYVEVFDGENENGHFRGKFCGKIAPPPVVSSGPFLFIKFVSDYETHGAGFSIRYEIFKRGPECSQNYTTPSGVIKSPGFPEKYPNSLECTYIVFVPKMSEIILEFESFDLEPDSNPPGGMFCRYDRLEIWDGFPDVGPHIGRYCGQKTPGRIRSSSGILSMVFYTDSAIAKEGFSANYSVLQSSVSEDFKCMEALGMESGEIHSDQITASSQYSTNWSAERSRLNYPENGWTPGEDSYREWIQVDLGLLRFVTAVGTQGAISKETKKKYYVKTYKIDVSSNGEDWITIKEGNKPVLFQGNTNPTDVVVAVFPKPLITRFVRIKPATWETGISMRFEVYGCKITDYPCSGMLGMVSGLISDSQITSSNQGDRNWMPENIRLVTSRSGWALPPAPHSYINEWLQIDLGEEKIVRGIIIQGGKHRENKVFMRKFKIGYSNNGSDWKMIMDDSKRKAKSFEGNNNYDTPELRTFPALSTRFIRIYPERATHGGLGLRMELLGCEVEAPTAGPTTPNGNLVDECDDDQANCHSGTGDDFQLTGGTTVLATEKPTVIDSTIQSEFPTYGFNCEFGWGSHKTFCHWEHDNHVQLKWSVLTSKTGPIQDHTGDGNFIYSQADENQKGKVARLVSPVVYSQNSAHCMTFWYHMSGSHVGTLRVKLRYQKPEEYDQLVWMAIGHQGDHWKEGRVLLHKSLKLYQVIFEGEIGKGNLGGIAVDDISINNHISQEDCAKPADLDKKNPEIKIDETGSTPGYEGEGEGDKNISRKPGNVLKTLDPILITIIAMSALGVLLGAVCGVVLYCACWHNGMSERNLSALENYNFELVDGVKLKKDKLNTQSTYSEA
TbMetRS inhib – blocks T. brucei methionyl-tRNA synthetase activity; purified T. brucei MetRS, ATP depletion, Kinase-Glo luminescence; AID 624268; 360,000 tested, 0.4% active; inhibition, % at 11.9 µM;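 active means inhibition above a per-plate cutoff of the control wells' mean inhibition plus 3 SD, cut at about 5.5% in these data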;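 further: 0% = DMSO wells median and 100% = median of wells with control inhibitor compound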
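Dosing: 11.9 µM compound single dose, 0.9% DMSO; Assay system: purified T. brucei MetRS enzyme; Measured by: Kinase-Glo luciferase luminescence reporting remaining unconsumed ATP; Schedule: 15 min plus 2 h at 25 °C.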
Numbers without * were called inactive; i = inactive; / = no result given.

Sample of the layout, 5 compounds:
SMILES	SKN-1 block	NadD inh	Scp-1 inhibitor	LMPTP inh	STEP block	DNMT1 block	SUMO1-SIM PPI	Neddylation inh	NRP1-CendR mod	TbMetRS inhib
O=C(CCN1CCN(c2ccccc2)CC1)Nc1cccc(Br)c1	-2	0	-7	-0.5	2	-2	3	i	-4	-0.5
CCOC(=O)C1=C(C)NC(C)=C(C(=O)OCC)C1C(=O)OCC(=O)N1CCOCC1	6	-1	-7	-2.4	-3	1	1	i	4	-0.2
O=C(CCc1ccccc1)Nc1nnc(-c2ccc3c(c2)CCCC3)o1	1	12	-12	-0.3	0	3	3	i	-34	-0.5
CCOn1c(=O)c(-c2ccc(OC)cc2)[n+]([O-])c2ccccc21	-6	-10	-5	0.9	-3	1	-14	i	10	-1.7
COc1cccc(Nc2nc(NCCO)c3ccccc3n2)c1	-24	-1	1	-1.1	1	1	-1	i	-2	1.4

The list itself, from the first entry:
SMILES	SKN-1 block	NadD inh	Scp-1 inhibitor	LMPTP inh	STEP block	DNMT1 block	SUMO1-SIM PPI	Neddylation inh	NRP1-CendR mod	TbMetRS inhib
O=C(CCN1CCN(c2ccccc2)CC1)Nc1cccc(Br)c1	-2	0	-7	-0.5	2	-2	3	i	-4	-0.5
CCOC(=O)C1=C(C)NC(C)=C(C(=O)OCC)C1C(=O)OCC(=O)N1CCOCC1	6	-1	-7	-2.4	-3	1	1	i	4	-0.2
O=C(CCc1ccccc1)Nc1nnc(-c2ccc3c(c2)CCCC3)o1	1	12	-12	-0.3	0	3	3	i	-34	-0.5
CCOn1c(=O)c(-c2ccc(OC)cc2)[n+]([O-])c2ccccc21	-6	-10	-5	0.9	-3	1	-14	i	10	-1.7
COc1cccc(Nc2nc(NCCO)c3ccccc3n2)c1	-24	-1	1	-1.1	1	1	-1	i	-2	1.4
CC1CCCCC1NC(=O)c1cn(C)c2ccc(S(=O)(=O)N3CCOCC3)cc2c1=O (stereo unspecified)	-4	0	-8	0.8	-3	1	-2	i	11	0.9
O=C(CN1CCN(S(=O)(=O)c2cccs2)CC1)NCC1CCCCC1	7	-2	0	-0.5	2	2	5	i	0	-0.2
CCCCn1c(=O)c(CCC(=O)OCC(=O)Nc2cc(Cl)ccc2OC)nc2ccccc21	-1	3	-5	-0.1	0	-4	8	i	-1	0.6
CN(Cc1ccccc1)C(=O)C(=O)c1ccccc1	-4	/	/	-1.4	/	/	1	i	-10	-0.9
COc1ccc(OCC(=O)Nc2ccccc2OC)cc1	-7	-4	-1	-4.7	0	2	1	i	3	-0.9
C=CCNC(=O)CN1C(=O)NC(C)(c2ccc(OC)cc2)C1=O (stereo unspecified)	-12	-6	-9	-1.0	-1	1	5	i	13	0.2
COC(=O)NCN1C(=O)C2C3C=CC(C3)C2C1=O (stereo unspecified)	-1	-2	-3	-1.2	-7	-1	-3	i	10	-0.7
CC(=O)OCCN1C(=O)c2cccnc2C1=O	2	-6	0	-3.2	-4	3	-9	i	-2	-0.7
CCOC(=O)N/N=C\c1ccc(C)s1	18	5	1	-3.0	-1	0	5	i	12	-0.4
CC(C)C(NS(=O)(=O)c1ccc2c(c1)oc(=O)n2C)C(=O)N1CCN(C2CCCCC2)CC1 (stereo unspecified)	8	3	-6	0.3	2	8	-1	i	10	-0.3
CN1CCN(NC(=O)C23CC4CC(CC(C4)C2)C3)CC1	0	-2	-6	-0.3	1	-2	3	i	-6	-0.5
COc1ccc(-c2nc3c(C)cc(Br)cn3c2Cc2ccc(C)cc2)cc1OC	20	6	/	3.6	0	-9	-5	i	-9	-0.4
CN(C(=O)c1ccc(=O)[nH]c1)C1(C(=O)NC2CCCCC2)CCCCC1	7	-8	-10	-0.2	-2	0	-2	i	13	-0.2
COc1cccc(NC(=S)N/N=C2/CCCCc3ccccc32)c1	8	-8	-4	2.6	2	-12	13	i	-4	-0.6
CCCCn1c(-c2csc3c2CCC(C)C3)n[nH]c1=S (stereo unspecified)	21	7	-2	1.9	1	1	0	i	-2	-0.1
O=C(c1ccc(-c2ccccc2)cc1)N1CCN(c2ccc3c(c2)C2CC3CCN2C(=O)OCc2ccccc2)CC1 (stereo unspecified)	1	19	/	6.2	3	-1	-11	i	32*	0.8
CCn1c(=O)c(C(=O)NNC(=O)c2ccccc2)c(O)c2ccccc21	-14	9	-10	0.1	2	1	2	i	8	0.1
O=C(NCCCN1CCOCC1)c1cc(-c2ccc(Cl)c(Cl)c2)on1	11	-15	-4	1.8	0	0	6	i	1	-0.6
CCOC(=O)c1[nH]c2ccc(F)cc2c1NC(=O)Nc1ccccc1OC	-10	3	-8	-1.9	-2	37	0	i	-8	-0.6
O=C(Nc1ccc2c(c1)OCO2)c1cc(C2CCCCN2S(=O)(=O)c2ccccc2)on1 (stereo unspecified)	15	-10	/	1.9	-2	1	6	i	10	-0.3
CC(C)Oc1ccc(C(=O)Nc2cc(=O)n(C)c(=O)n2C)cc1	-5	5	-3	-0.8	-2	2	5	i	4	-0.3
CCC(C(=O)O/N=C(\N)c1ccc(Cl)cc1)c1ccccc1 (stereo unspecified)	15	-3	-7	1.1	-1	2	2	i	3	0.1
O=c1c2ccccc2[nH]c(=S)n1CCCN1CCC(Cc2ccccc2)CC1	-5	-7	-17	1.0	1	-3	-1	i	-2	0.0
O=C(O)CN1CCN(Cc2cccc(Cl)c2)C1=O	-5	-3	1	-2.9	-1	4	5	i	-3	-0.7
Cc1ccc2cc3c(NC(=O)CC(C)C)nn(C)c3nc2c1	22	-8	4	-0.7	-1	0	-14	i	-10	-0.1
C/C(=N\NC(=O)c1nnn(-c2nonc2N)c1C(C)C)c1ccncc1	-7	-2	1	-2.0	-2	3	-6	i	-9	-0.9
O=C1CN(C(=O)c2ccccc2F)C(c2ccccc2)c2cc(Cl)ccc2N1 (stereo unspecified)	27	-5	-10	-0.5	-1	-2	2	i	8	-0.6
O=[N+]([O-])c1cc(Cl)ccc1N1CCCC1	16	7	-10	0.8	0	1	-33	i	7	0.8
CS(=O)(=O)c1ccccc1C(=O)NC1CCCc2ccccc21 (stereo unspecified)	1	-4	-3	-0.8	-2	1	15	i	-8	0.4
COc1ccc(N2C(=O)CC(N3CCN(C(=O)c4ccco4)CC3)C2=O)cc1 (stereo unspecified)	6	-3	1	-1.6	-3	1	-3	i	-3	-0.5
COc1ccc(C(=O)N2CCCC2(C)C(=O)NCC(C)C)cc1C(F)(F)F (stereo unspecified)	-1	-1	/	3.0	-1	5	1	i	8	-0.3
CC(C)(C)C1CCc2c(C(=O)NNC(=O)CCC(=O)O)csc2C1 (stereo unspecified)	7	7	-5	-0.9	0	3	-3	i	4	0.3
CC(C)(C)NS(=O)(=O)c1ccc(NC(=O)NC2CCCCC2)cc1	-6	-3	20	2.1	-1	-2	-4	i	-5	-1.5
Cc1ccc(NC(=O)C2CC=CCC2C(=O)N2CCCCC2)cc1 (stereo unspecified)	-23	-5	-11	-1.1	-2	5	2	i	0	0.1
CNc1oc(-c2cccs2)nc1S(=O)(=O)c1ccccc1	4	2	-7	-1.3	-3	0	3	i	0	-0.6
CCOC(=O)c1ccc(NC(=S)NN2CCN(C)CC2)cc1	-2	0	-3	-4.9	-1	-3	2	i	0	0.0
COc1ccc(S(=O)(=O)N(CC(C)C)C2CCS(=O)(=O)C2)cc1OC (stereo unspecified)	9	2	-3	-1.4	-1	1	0	i	-8	-0.4
O=C(C1CCCCC1)N1CCC(c2nc3c(nnn3Cc3ccccc3Cl)c(=O)[nH]2)CC1	-2	1	-11	1.7	0	0	6	i	-1	0.6
CCC(=O)N=c1sc2c(C)cc(C)cc2n1CC(=O)OC	-18	-2	4	-0.2	0	-2	-1	i	3	-1.3
CCCCCC(=O)N1C[C@@H](n2cc(C3CC3)nn2)[C@H](O)C[C@@H]1c1ccc(OC)cc1	-5	-3	/	-0.1	-3	-1	1	i	-1	-0.7
S=C(Nc1ccccc1Oc1ccccc1)NC1CCCC1	1	-3	-6	1.1	2	-1	0	i	2	0.2
O=C(COC(=O)C1=COCCO1)Nc1ccc(Oc2ccccc2)cc1	2	-4	22	0.6	-4	-5	1	i	7	-1.4
CC(C)c1ccc(C(=O)CN2C(=O)NC3(CCc4ccccc43)C2=O)cc1 (stereo unspecified)	10	2	3	0.5	1	11	1	i	-1	0.0
Cc1cc(C)n(-c2nc3c(c(=O)[nH]c(=O)n3C)n2CC(O)COc2ccc(Cl)cc2Cl)n1 (stereo unspecified)	-3	1	4	-0.5	-3	-3	0	i	9	-0.3
O=C(Nc1ccccc1C(=O)NCCCN1CCOCC1)c1ccc(F)cc1	-2	-3	-2	1.0	0	0	-4	i	7	-0.3
COc1ccc2c(C)cc(SCn3nnc4ccccc4c3=O)nc2c1	-2	7	0	3.5	-1	-7	4	i	-2	0.2
O=C(NCc1cccnc1)c1cnc2ccccc2n1	-3	2	-7	-0.7	-2	0	-26	i	-4	1.4
C[C@H]1CN([C@@H](C)CO)C(=O)c2cccc(NC(=O)c3ccc(-c4nccs4)cc3)c2O[C@@H]1CN(C)C(=O)Nc1cccc2ccccc12	22	-4	-6	-1.1	0	-13	-6	i	5	-0.2
CCC(C)(C)C1CCC(=NNC(=O)c2ccc(Br)o2)CC1 (stereo unspecified)	-10	-1	-12	-2.1	-4	1	8	i	-8	-0.2
CCCCOC(=O)Nc1ccc(C)c(Cl)c1	3	-5	-4	2.4	0	-5	-2	i	-8	-1.3
CCOC1=C2[C@@H](CN(S(=O)(=O)c3ccc(C)cc3)[C@H]2c2cccc3ccccc23)[C@H]2C(=O)N(C)C(=O)[C@H]2C1	2	-5	/	0.9	2	-5	1	i	12	-0.7
O=C(c1cc(F)ccc1F)C1CCCN(C(=O)CSc2ccccn2)C1 (stereo unspecified)	3	1	-3	-0.9	-2	4	-1	i	6	-0.4
N#CC1(c2ccccc2)CCC(=NNS(=O)(=O)c2ccccc2)CC1 (stereo unspecified)	-4	4	0	0.3	-1	3	-2	i	5	-0.1
O=C(COC(=O)c1ccc(Cl)c(S(=O)(=O)N2CCCC2)c1)NCc1cccs1	3	-7	46	4.7	13	11	-2	i	-1	-1.0
COc1ccc2cc1Oc1ccc(cc1)C[C@H]1c3c(cc(OC)c4c3Oc3c(ccc5c3[C@H](C2)N(C)CC5)O4)CCN1C	10	13	4	68*	6	-36	-28	i	0	-0.2
